14-3-3g Raf: modulators of human 14-3-3 gamma - Raf peptide interaction. actives 0.19% (n = 160,000). inhibition, % at 40 µM. FP, 14-3-3gamma / TMR-pS259-Raf peptide binding. AID 422; in the data active = inhibition above about 30%;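 note: 0% = protein plus tracer without compound and 100% = blank with tracer alone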
Target sequence (P61981 whole entry, looked up): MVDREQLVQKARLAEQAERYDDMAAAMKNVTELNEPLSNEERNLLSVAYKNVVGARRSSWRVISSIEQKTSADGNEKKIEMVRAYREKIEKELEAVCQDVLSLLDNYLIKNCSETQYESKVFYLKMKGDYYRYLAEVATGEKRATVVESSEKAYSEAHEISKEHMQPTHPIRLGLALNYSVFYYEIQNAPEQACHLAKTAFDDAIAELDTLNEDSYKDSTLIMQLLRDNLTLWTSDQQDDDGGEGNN
* marks the source's active call; other numbers are inactive results; & = joins results of further samples. An excerpt; the hit share may differ from the screen's.

SMILES | 14-3-3g Raf
Cc1[nH]nc2nc(SCC(=O)NCC3CCCO3)n(-c3ccc(Br)cc3)c(=N)c12 (stereo not drawn) | -1.2
COc1ccc2cc3cc(C(=O)NCCN4CCc5ccccc5C4)oc3nc2c1 | 1.8&-9.9
Cc1sc2ncn(CC(=O)N3CCC(C(N)=O)CC3)c(=O)c2c1S(=O)(=O)N1CCOCC1 | -4.9
CC(=O)Nc1ccc2c(c1)C(=O)N(C1CCCCC1)C2=O | -0.3
c1ccn2c(SCc3cn4ccsc4n3)nnc2c1 | -8.2
Cn1c(SCC(=O)NCc2ccc(F)cc2)nc2ccccc21 | -1.4
CC(=O)c1ccc2sc3ccccc3c2c1 | -20.0
O=C(c1cc(-c2ccco2)on1)N(C1CCCCC1)C1CCCCC1 | -181.4
COc1ccc(N2CCN(CCCn3c(=S)[nH]c4cc5c(cc4c3=O)OCO5)CC2)cc1 | -11.2
CC(C)CC(=O)Nc1ccccc1N1CCN(C(=O)c2ccccc2)CC1 | 18.4
C=CCn1c(=O)c2ccccc2n2c(SCC(=O)N3CCCc4ccccc43)nnc12 | -0.6
CCOc1ccc(N(C(C)C(=O)Nc2ccc(OC)c(Cl)c2)S(C)(=O)=O)cc1 (stereo not drawn) | 1.1
CC(=O)c1nn(-c2ccc(C)cc2)cc1C(=O)c1nc2ccccc2s1 | 1.8
C#CCSc1nc2ccccc2n1C(=O)c1ccc(S(=O)(=O)N2CCOCC2)cc1 | -6.1
O=S(=O)(NCc1ccccn1)c1ccc(F)cc1 | 10.2&0.0
CC1CCN(S(=O)(=O)c2ccc(F)c(C(=O)Nc3ccc(C(F)(F)F)cc3)c2)CC1 | 4.0
Cn1c(CNc2ccccc2)cc(=O)n(C)c1=O | 3.0
COc1ccc(C(=O)Oc2cc(N)n(S(=O)(=O)c3ccc(F)cc3)n2)cc1 | -2.3
N#Cc1c(SCC(=O)O)nc(N2CCCCC2)c2c1CCCC2 | -2.5
O=C(NC1(C(F)(F)F)NC(=O)N(C2CCCC2)C1=O)C1CC1 (stereo not drawn) | 1.2
COc1ccc(CCNC(=O)c2ccc3c(c2)OCO3)cc1 | -5.2
C=CCN1C(=O)CSC1=Nc1ccc(O)cc1 | 2.5
CCCCOc1ccc(/C(O)=C2/C(=O)C(=O)N(CCN(C)C)C2c2ccc(O)c(OC)c2)cc1 (stereo not drawn) | -9.4
Cc1cccc(CN2CCN(CC(=O)N3CCCC3)C2=O)c1 | -3.5
COC(=O)C1=CN(CC2CCCO2)C=C(C(=O)OC)C1c1cccc(O)c1 (stereo not drawn) | -0.7
Cc1cccc(NC(=O)C2CC(=O)N(CCc3ccccc3)C(=Nc3ccc(F)cc3)S2)c1 (stereo not drawn) | 3.5
CCC(=O)N1CCc2cc(S(=O)(=O)NCCC(=O)Nc3cc(C)cc(C)c3)ccc21 | 0.0
O=[N+]([O-])c1cccc(C2Nc3ccc(Br)cc3C3C=CCC32)c1 (stereo not drawn) | -19.2
Oc1ccc2c(c1)C1CCCC1(N1CCOCC1)O2 (stereo not drawn) | -2.3
CC(=O)C1=C(O)C(=O)N(c2nc3ccccc3s2)C1c1ccc2c(c1)OCO2 (stereo not drawn) | -32.6
COc1ccc(C2C(C(=O)NCc3ccc(F)cc3)CCC(=O)N2c2ccc(OC)cc2)cc1 (stereo not drawn) | 1.7
O=C(NCCc1ccccc1)C1CCN(S(=O)(=O)c2ccc(-c3nn[nH]n3)cc2)CC1 | 3.7
CCOCCn1c(CN2CCCCC2)nc2c1c(=O)n(C)c(=O)n2C | -1.8
Cc1ccc(Nc2nc(-c3ccccc3O)nc3ccccc23)cc1 | 1.4
CCOC(=O)N1CCc2c(sc3c2C(=O)NC(c2ccc(-c4ccc(Cl)cc4)o2)N3)C1 (stereo not drawn) | -1.2
CC(C)Oc1cccc(C(=O)Nc2ccc(Cl)c(-c3nc4ncccc4o3)c2)c1 | -21.2
COc1ccc(C2CC(C(F)(F)F)n3nc(C(=O)Nc4ccc(C)c(Cl)c4)cc3N2)cc1 (stereo not drawn) | -4.8
CCC(NC(=O)Cn1cnc2c(=O)n(C)c(=O)n(C)c21)c1ccccc1 (stereo not drawn) | -19.2
Cc1ccc([N+](=O)[O-])cc1S(=O)(=O)n1cnc2ccccc21 | -6.7
COc1nc(N2CCCC2)nc(-n2cc(-c3ccccc3)nn2)n1 | -2.9
O=C1c2ccc([N+](=O)[O-])cc2C(=O)N1C1C(=O)N(c2ccc(Cl)cc2[N+](=O)[O-])C1c1ccc2c(c1)OCO2 (stereo not drawn) | 3.3
CCn1c(=O)c(C(=O)NCCc2ccccc2)c(O)c2ccccc21 | 1.2
CCOC(=O)c1sc2ncnc(Nc3cccc([N+](=O)[O-])c3)c2c1C | -3.1
CCOC(=O)CCNCC1COc2ccccc2O1 (stereo not drawn) | -9.4&2.6
CCCn1c(=NC(=O)c2ccncc2)c(C#N)cc2c(=O)n3cccc(C)c3nc21 | -15.1

A draw from above in order of length of the SMILES, falling:
SMILES | 14-3-3g Raf
O=C1c2ccc([N+](=O)[O-])cc2C(=O)N1C1C(=O)N(c2ccc(Cl)cc2[N+](=O)[O-])C1c1ccc2c(c1)OCO2 (stereo not drawn) | 3.3
COc1ccc(C2CC(C(F)(F)F)n3nc(C(=O)Nc4ccc(C)c(Cl)c4)cc3N2)cc1 (stereo not drawn) | -4.8
CCOC(=O)N1CCc2c(sc3c2C(=O)NC(c2ccc(-c4ccc(Cl)cc4)o2)N3)C1 (stereo not drawn) | -1.2
COc1ccc(C2C(C(=O)NCc3ccc(F)cc3)CCC(=O)N2c2ccc(OC)cc2)cc1 (stereo not drawn) | 1.7
CCC(=O)N1CCc2cc(S(=O)(=O)NCCC(=O)Nc3cc(C)cc(C)c3)ccc21 | 0.0
CCCn1c(=NC(=O)c2ccncc2)c(C#N)cc2c(=O)n3cccc(C)c3nc21 | -15.1
CC(=O)C1=C(O)C(=O)N(c2nc3ccccc3s2)C1c1ccc2c(c1)OCO2 (stereo not drawn) | -32.6
CC(C)Oc1cccc(C(=O)Nc2ccc(Cl)c(-c3nc4ncccc4o3)c2)c1 | -21.2
COC(=O)C1=CN(CC2CCCO2)C=C(C(=O)OC)C1c1cccc(O)c1 (stereo not drawn) | -0.7
O=[N+]([O-])c1cccc(C2Nc3ccc(Br)cc3C3C=CCC32)c1 (stereo not drawn) | -19.2
Cc1ccc([N+](=O)[O-])cc1S(=O)(=O)n1cnc2ccccc21 | -6.7
CCn1c(=O)c(C(=O)NCCc2ccccc2)c(O)c2ccccc21 | 1.2
COc1nc(N2CCCC2)nc(-n2cc(-c3ccccc3)nn2)n1 | -2.9
Cc1ccc(Nc2nc(-c3ccccc3O)nc3ccccc23)cc1 | 1.4
Oc1ccc2c(c1)C1CCCC1(N1CCOCC1)O2 (stereo not drawn) | -2.3
CCOC(=O)CCNCC1COc2ccccc2O1 (stereo not drawn) | -9.4&2.6

The listing continues.
SMILES | 14-3-3g Raf
COc1ccccc1CC1(C)NC(=O)N(CC(=O)N2CCc3ccccc3C2)C1=O (stereo not drawn) | -3.7
COc1ccccc1NC(=O)c1sc2ncn(CC(=O)c3ccc(Cl)cc3)c(=O)c2c1C | -8.5
CC1=C(C(=O)Nc2ccccc2Cl)C(c2cccc(Cl)c2)NC(=O)N1 (stereo not drawn) | -4.3
CN(C)S(=O)(=O)c1ccc(C(=O)Nc2cccc3c2C(=O)c2ccccc2C3=O)cc1 | -13.9
C[C@]12CC[C@@H]3c4ccc(O[C@@H]5O[C@H](C(=O)O)[C@@H](O)[C@H](O)[C@H]5O)cc4CC[C@H]3[C@@H]1C[C@@H](O)[C@@H]2O | 0.2
O=C(C(Cc1ccccc1)NS(=O)(=O)c1ccc(Br)s1)N1CCN(Cc2ccccc2)CC1 (stereo not drawn) | 4.2
Cc1ccc(-c2n[nH]c3c2C(c2ccc([N+](=O)[O-])cc2)N(c2ccc(F)cc2)C3=O)cc1 (stereo not drawn) | -4.5
O=c1c2ccccc2nc2n1-c1ccccc1CCC2 | -2.5
CCc1ccc(N=c2c([N+](=O)[O-])nn(-c3ccc4c(c3)OCCO4)n2O)cc1 | -1.8
CCC(C(=O)O)N1C(=O)C(C)Oc2ccccc21 (stereo not drawn) | 9.6
O=C(CN(C1CCCCC1)S(=O)(=O)c1ccc(Cl)cc1)Nc1ccc2c(c1)OCCO2 | -1.0
[O-]c1n[n+](-c2cccc(C(F)(F)F)c2)no1 | -3.2
Cc1nn(C(=O)c2c(Cl)cnn2C)c(C)c1Br | 1.7
COc1ccc(CC(=O)NCc2cn3ccsc3n2)cc1 | -9.9
COc1ccc(OC)c(NC(=O)C2CCCC2)c1 | 2.5
Cn1c(=O)c2c(nc3n(Cc4ccco4)c(-c4ccc(F)cc4)cn23)n(C)c1=O | -23.7
COc1ccc(N)c2nc(C)c(C)nc12 | -5.6
Cc1ccc(-c2nnc(SCC(=O)Nc3ccccc3)c3ccccc23)cc1S(=O)(=O)N1CCOCC1 | -6.7
COC(=O)c1ccc(C(=O)N=c2sc3cc(F)ccc3n2C)cc1 | -0.8
CCOc1ccc(C2C(C(=O)OC)=C(C)N=C3SC(CC)C(=O)N32)cc1 (stereo not drawn) | -6.9
CCOC(=O)C1CCCN(C(=O)Cn2nc(-c3ccc(Cl)cc3)ccc2=O)C1 (stereo not drawn) | 0.6
CC(=O)N1CCc2cc(Br)cc(S(=O)(=O)NCCCN3CCCCCC3)c21 | -12.7
Cc1nn(C)c(C)c1S(=O)(=O)NC1CCCCCC1 | 1.6
Cc1ccc(C23CC4CC(CC(C(=O)N5CCCCC5)(C4)C2)C3)cc1 | 3.6
O=C(c1ccc(Br)o1)N1CCN(C/C=C/c2ccccc2)CC1 | -0.2
COC(=O)c1ccc(N2C(=O)C3C4CC(C(Br)C4Br)C3C2=O)cc1 (stereo not drawn) | 0.5
O=C(c1cccc([N+](=O)[O-])c1)n1nnc2ccccc21 | -4.6
CC1=C(C)CC(C(=O)c2ccccc2)C(C(=O)O)C1 (stereo not drawn) | -0.9
COc1ccc(-c2nc3ccccc3n2Cc2ccccc2Cl)cc1 | -3.8
C=CCSc1nnc2c(n1)OC1(CCCCC1)Nc1ccccc1-2 | -22.2
CSCCC(NC(=O)c1ccc(=O)n(C)n1)c1nc2ccccc2[nH]1 (stereo not drawn) | 7.8
Cc1ccc2c(Cl)c(C(=O)NCCc3ccccc3)sc2c1 | -16.1
O=C(c1cccs1)N(CCN(C(=O)c1cccs1)c1ccccc1)c1ccccc1 | -2.6
COc1ccc(S(=O)(=O)N2CCC(C(=O)N3CCCC3)CC2)cc1Cl | 3.8
C=CCn1c(SCC(=O)O)nnc1-c1ccc([N+](=O)[O-])cc1 | 8.8
Cc1cc2nc(C)n(CCCN)c2cc1C | -6.3
CCn1cc(C(=O)Nc2ccc(F)cc2)c2cc(OC)c(OC)cc2c1=O | 4.1
CSc1nc(-c2ccccc2)c2cc(Cl)ccc2n1 | 4.4
COCCCn1cnc2oc3nc4ccccc4nc3c2c1=O | -6.6
CCCCNC(=O)c1ccccc1C(=O)NCCCC | 7.8
COc1ccc(OC)c(CCNC(=O)CN2C(=O)CC(C)(C)S(=O)(=O)c3ccccc32)c1 | 0.8
COc1ccc(CNC(=O)C2CCN(c3nccs3)CC2)cc1 | -0.5
C=CCn1c(SCc2ccncc2)nc2cc(C(=O)NCC3CCCO3)ccc2c1=O (stereo not drawn) | -3.8
CCN(Cc1ccccc1)S(=O)(=O)c1ccc(S(=O)(=O)N2CCN(C)CC2)cc1 | -1.5
CCOC(=O)C1=C(C)N(C)C(=S)NC1c1ccc(OC(=O)c2ccccc2)cc1 (stereo not drawn) | -8.1
CN(C(=O)c1cnc2n(c1=O)CCS2)C1CCCCC1 | -1.1
O=C(CCS(=O)(=O)c1ccc(Cl)cc1)N1CCN(c2ccccc2F)CC1 | 0.5
CCCNC(=O)c1ccc2c(c1)ncn2-c1cccc(F)c1 | -14.3
CCOC(=O)c1oc2ccccc2c1CN1CCOCC1 | -2.9
CC1=C(C(=O)Nc2ccc(Br)cn2)C(c2ccc(N(C)C)cc2)C2=C(CC(C)(C)CC2=O)N1 (stereo not drawn) | -17.3
CCOc1ccc(-n2c(SCC(=O)NC3CCCCC3)nc3c(c2=O)SCC3)cc1 | -0.7
O=C(CN(Cc1ccc(Br)cc1)S(=O)(=O)c1ccccc1)Nc1ccc2c(c1)OCO2 | -5.5
CC(CCc1ccccc1)NC(=O)c1ccc(Br)o1 (stereo not drawn) | -2.8
O=C1c2ccc(Oc3ccc([N+](=O)[O-])cc3)cc2C(=O)N1Cc1cccnc1 | -1.5
Cc1cc(C)n2ncc(C(=O)Nc3ccc(C)c(C)c3)c2n1 | -5.0
COCc1nnc(NS(=O)(=O)c2c(C)cc(C)cc2C)s1 | -1.8
O=C(O)CSc1nnc(-c2cccnc2)n1Cc1ccccc1 | -8.8
CCCCCn1c(=O)[nH]c2cc(C(=O)NCc3ccccn3)ccc2c1=O | 0.7
CC(C)CNc1cc(Cl)c(S(=O)(=O)NCC(C)C)cc1C(=O)O | -4.1
Cc1cc(Cl)c(S(=O)(=O)NCc2ccncc2)cc1OCC(N)=O | -8.4

(cont.)
SMILES | 14-3-3g Raf
Cc1ccc(S(=O)(=O)N(C)CCCC(=O)N2CCN(C=O)CC2)cc1 | -1.4
CSc1ccc(-c2nnn(CC(=O)NCc3ccccc3)n2)cc1 | -3.6
O=S(=O)(Nc1ccc(Cl)cc1)c1ccc2nc(-c3ccccc3)[nH]c2c1 | -20.5
Cc1ccnc(NC(=O)c2cccc(F)c2)c1 | 3.5
Cc1cc(C)n(Cc2nc3ccccc3n2C)n1 | 2.7
COc1cc2c(C(=O)NCCCN3CCOCC3)cn(C)c(=O)c2cc1OC | -1.2
COc1cc(C2Nc3ccc4ccccc4c3C3=C2C(=O)CC(C)(C)C3)ccc1Oc1nc2c(c(=O)n(C)c(=O)n2C)n1C (stereo not drawn) | -12.5
CCOC(=O)CN(C(=O)CSc1nnc(-c2cccc(OC)c2)o1)c1ccc(F)cc1 | -5.8
O=C(C1CCCO1)N(Cc1ccccc1)c1ccccc1 (stereo not drawn) | -13.6
O=C(c1oc2ccccc2c1N1CCCCC1)N1CCCCC1 | -1.6
O=C(c1ccc(F)cc1)N1CCc2ccccc2C1 | 1.5
Brc1ccc(Nc2nc(NCc3ccco3)c3ccccc3n2)cc1 | 2.5
Cc1ccc(/C(O)=C2\C(=O)C(=O)N(c3nnc(C)s3)C2c2ccc(C(C)C)cc2)cc1 (stereo not drawn) | -15.2
